From PubChem
mIAP activ: mouse IAP activation. muIAP, CDP-Star luminescence, 30 min; hits give high values; 1 = vehicle-only enzyme signal, 0 = enzyme-free wells. activation factor at 10 µM. 0.24% of 330,000 active. AID 2805;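 active = activation factor of at least 2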; note: the source names both 10 and 20 µM as test concentration; values of inactives mirror those of a sister screen read the other way
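System: Mouse IAP enzyme | Also added: CDP-Star substrate | Dosing: Compounds dispensed in DMSO | Schedule: 30 min enzyme-substrate-compound incubation at room temperature | Technique: Chemiluminescence readout | Control set: DMSO-only wells and no-enzyme negative control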
hIAP block: human IAP inhibition. P09923. purified IAP, CDP-Star luminescence, 30 min. inhibition, % at 10 µM. 0.12% of 330,000 active. AID 2544;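 active = inhibition reaching a set limit with compound at 10 µM in the primary screen, cut at about 35% in these data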;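 note: plate controls were DMSO wells with enzyme for no effect and no-enzyme buffer wells for full effect; values of inactives mirror those of a sister screen read the other way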
Target sequence (P09923 whole entry, looked up): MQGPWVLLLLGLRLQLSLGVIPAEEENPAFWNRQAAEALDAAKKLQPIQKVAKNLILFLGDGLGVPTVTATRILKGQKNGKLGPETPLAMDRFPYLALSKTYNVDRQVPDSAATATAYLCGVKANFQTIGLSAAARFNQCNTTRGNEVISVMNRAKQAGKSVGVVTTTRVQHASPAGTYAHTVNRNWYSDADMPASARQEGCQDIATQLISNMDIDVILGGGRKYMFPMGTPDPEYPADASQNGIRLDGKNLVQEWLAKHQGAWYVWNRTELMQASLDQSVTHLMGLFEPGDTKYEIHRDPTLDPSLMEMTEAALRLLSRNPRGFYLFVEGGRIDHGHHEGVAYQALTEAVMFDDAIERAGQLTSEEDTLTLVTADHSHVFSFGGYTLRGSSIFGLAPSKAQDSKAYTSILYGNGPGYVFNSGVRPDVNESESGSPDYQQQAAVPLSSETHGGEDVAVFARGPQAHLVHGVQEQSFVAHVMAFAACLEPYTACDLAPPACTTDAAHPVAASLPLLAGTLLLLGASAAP
NLRP3 yeast inh: inhibitors of NALP3 inflammasome in yeast | Yeast reconstituted NLRP3/ASC/caspase-1, beta-gal luminescence, 24 h | inhibition, % at 10 µM | 0.39% of 330,000 active;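 active = inhibition of 50% or more; inactive = inhibition below 50%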;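 note: plate controls were induced DMSO wells for no effect and uninduced yeast grown without galactose for full effect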
TIM10 inh: growth inhibitors of TIM10 yeast strain. S. cerevisiae TIM10 strain growth, BacTiter-Glo luminescence, 24 h. 1.4% of 330,000 active. AID 463195. inhibition, % at 10 µM;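 active = inhibition of 40% or more at the single tested concentration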;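 note: wild-type TIM10 isogenic control strain grown at permissive 25 °C; 0% = DMSO yeast wells and 100% = minimal medium wells without yeast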
APOBEC3G inh: inhibitors of human APOBEC3G DNA deaminase | AID 493012 | recombinant A3G, ssDNA deamination FAM/TAMRA fluorescence | 0.28% of 330,000 active | inhibition, % at 20 µM;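 active = inhibition of at least 40% at 20 µM, with no more than 30% in the related APOBEC3A deaminase screen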;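 note: plate controls were DMSO wells with A3G for no effect and wells lacking A3G enzyme for full effect; some compounds called inactive have numbers as strong as hits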
Target sequence (Q9HC16 whole entry, looked up): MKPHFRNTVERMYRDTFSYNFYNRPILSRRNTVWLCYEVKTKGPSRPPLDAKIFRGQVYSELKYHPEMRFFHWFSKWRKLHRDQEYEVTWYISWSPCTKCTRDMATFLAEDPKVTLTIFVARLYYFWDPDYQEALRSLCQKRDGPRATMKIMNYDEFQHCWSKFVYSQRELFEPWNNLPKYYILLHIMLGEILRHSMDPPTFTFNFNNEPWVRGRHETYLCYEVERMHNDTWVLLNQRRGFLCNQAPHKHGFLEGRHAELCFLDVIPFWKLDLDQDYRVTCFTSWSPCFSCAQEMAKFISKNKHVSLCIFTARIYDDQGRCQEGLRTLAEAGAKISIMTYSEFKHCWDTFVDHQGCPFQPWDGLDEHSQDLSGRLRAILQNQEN
mIAP block: mouse IAP inhibition; AID 2806; 0.2% of 330,000 active; purified mouse IAP, CDP-Star luminescence, 30 min; inhibition, % at 10 µM;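 active = inhibition of at least 40% at 10 µM in the primary screen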;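 note: plate controls were DMSO with enzyme for no effect and no enzyme wells for full effect; values of inactives mirror those of a sister screen read the other way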
tim10-1 inh: growth inhibitors of tim10-1 mutant yeast. S. cerevisiae tim10-1 ts strain growth, BacTiter-Glo, 24 h. inhibition, % at 20 µM. 2.2% of 330,000 active. AID 463190;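 active = inhibition of at least 40%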;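 note: mutant grown at 25 °C; 0% = DMSO wells with yeast and 100% = wells holding no yeast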
MIN6 prolif: MIN6 beta-cell proliferation induction | MIN6 cells proliferation, ATPlite luminescence, 48 h; cells starved in 0.2% serum; 100% = growth in 10% serum | proliferation, % at 10 µM | 0.29% of 330,000 active | AID 2380;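 active = compounds whose signal lies at least 3.5 SD above the mean of all wells on their plate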;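 note: 0% = DMSO-treated cells in low-serum medium and 100% = 10% serum control; some compounds called inactive have numbers as strong as hits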
APOBEC3A inh: human APOBEC3A DNA deaminase inhibition | inhibition, % at 20 µM | 0.41% of 330,000 active | recombinant A3A, FAM/TAMRA ssDNA deamination fluorescence | P31941;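 active = at least 40% inhibition at 20 µM here, with at most 30% in a related deaminase screen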;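 note: plate controls were A3A with DMSO for no effect and wells lacking A3A enzyme for full effect; some results filed as inactive read as strong as hits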
Target sequence (P31941 whole entry, looked up): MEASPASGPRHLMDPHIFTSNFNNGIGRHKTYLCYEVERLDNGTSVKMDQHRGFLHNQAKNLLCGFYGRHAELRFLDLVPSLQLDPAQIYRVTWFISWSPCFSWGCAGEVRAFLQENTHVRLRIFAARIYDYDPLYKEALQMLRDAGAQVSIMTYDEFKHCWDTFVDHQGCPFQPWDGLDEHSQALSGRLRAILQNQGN
Numbers without * were called inactive. Compounds as they come. Share with any hit: about 4.6%.

The opening 2 compounds as a preview:
SMILES | mIAP activ | hIAP block | NLRP3 yeast inh | TIM10 inh | APOBEC3G inh | mIAP block | tim10-1 inh | MIN6 prolif | APOBEC3A inh
C=CCOc1ccc(/C=N/NC(=O)C2CCCC2)cc1OCC | 1.05 | -1.8 | 16.7 | 15.8 | -9.9 | -4.9 | 22.2 | 1.3 | -3.7
Cc1c(NC(=O)C(C)OC(=O)c2c3c(nc4ccccc24)CCC(C)C3)c(=O)n(-c2ccccc2)n1C (stereo not given) | 0.891 | -3.7 | 7.3 | -6.6 | -5.1 | 10.9 | 9.9 | 5.0 | 1.5

This part in full, from the first entry:
SMILES | mIAP activ | hIAP block | NLRP3 yeast inh | TIM10 inh | APOBEC3G inh | mIAP block | tim10-1 inh | MIN6 prolif | APOBEC3A inh
C=CCOc1ccc(/C=N/NC(=O)C2CCCC2)cc1OCC | 1.05 | -1.8 | 16.7 | 15.8 | -9.9 | -4.9 | 22.2 | 1.3 | -3.7
Cc1c(NC(=O)C(C)OC(=O)c2c3c(nc4ccccc24)CCC(C)C3)c(=O)n(-c2ccccc2)n1C (stereo not given) | 0.891 | -3.7 | 7.3 | -6.6 | -5.1 | 10.9 | 9.9 | 5.0 | 1.5
Cc1ccc2c(c1)C1CN(C)CCC1N2C(=O)c1ccccc1NS(=O)(=O)c1ccc(F)cc1C (stereo not given) | 0.991 | -13.1 | 6.8 | 11.9 | -6.8 | 0.9 | 19.3 | 0.0 | -4.4
CN(C)Cc1ccccc1C1(O)c2ccccc2CSc2ccccc21 (stereo not given) | 0.878 | 6.8 | 8.2 | 29.1 | -6.1 | 12.2 | 29.8 | -3.7 | -1.7
CN1CCCC(OC(=O)c2cccc(Cl)c2)C1 (stereo not given) | 0.911 | -5.7 | 5.5 | 11.2 | 1.3 | 8.9 | -6.4 | -0.1 | -1.9
COc1ccc(Cl)cc1NC(=O)CN(C)C(=O)c1cc(=O)c2ccccc2o1 | 1.01 | 16.0 | 4.1 | 11.6 | -0.3 | -0.6 | 16.2 | 1.1 | 1.7
O=C(Nc1ccc(Cn2nnc3ccccc32)cc1)c1ccco1 | 1.02 | 12.0 | -0.5 | 2.4 | -10.9 | -2.5 | 12.4 | -3.9 | -3.9
O=C(COc1cccnc1[N+](=O)[O-])Nc1ccc2c(c1)CCC2 | 0.986 | -4.6 | 19.5 | -7.5 | -1.9 | 1.4 | 0.6 | -2.6 | 5.5
CC(C)C(NC(=O)c1ccco1)C(=O)NCC(c1ccco1)N(C)C (stereo not given) | 0.97 | 3.0 | 8.5 | -3.3 | -1.8 | 3.0 | 8.6 | -0.8 | 1.0
CCOC(=O)/C(=N\Nc1cccc(C(F)(F)F)c1)N1CCOCC1 | 1.08 | 5.2 | 20.0 | 12.0 | 8.8 | -8.0 | -49.3 | 1.3 | 6.2
O=C(O)c1cccc(S(=O)(=O)N2Cc3ccccc3C2)c1 | 0.893 | -5.7 | -2.7 | -0.9 | -6.5 | 10.7 | -3.9 | -0.4 | -3.6
CC(=O)Nc1ccc(-c2nnn(CC(=O)Nc3ccc4c(c3)OCO4)n2)cc1Cl | 1.04 | 0.0 | 4.6 | -1.7 | -7.2 | -4.2 | -4.9 | -0.5 | -2.5
O=S(=O)(c1ccc2c(c1)OCCO2)N1CCN(c2cccc(Cl)c2)CC1 | 1.06 | -3.3 | 18.2 | 15.0 | 1.5 | -5.9 | 32.7 | -0.7 | 4.1
COc1ccc(C(C)=O)cc1COC(=O)c1cc(=O)c2ccccc2o1 | 0.981 | -2.3 | 24.7 | 8.6 | -6.9 | 1.9 | 18.9 | 1.1 | -1.1
COc1ccc(C2C(C(=O)c3ccco3)=C(O)C(=O)N2CCCn2ccnc2)c(OC)c1 (stereo not given) | 1.05 | -3.8 | -1.2 | -4.2 | 9.7 | -4.8 | 12.4 | -1.9 | -6.8
O=C(O)C1CC1c1ccc(Br)cc1 (stereo not given) | 1 | 5.8 | -7.5 | 10.0 | -6.7 | -0.2 | 7.4 | 0.1 | -0.6
Cc1cc(C)c(S(=O)(=O)N2CCCCC2)c(C)c1-n1ncnn1 | 0.977 | 4.6 | 10.7 | 9.5 | -0.3 | 2.3 | 1.0 | -2.3 | 3.0
CN(Cc1c(C(=O)N/N=C/c2cccc(F)c2)nnn1-c1nonc1N)c1ccccc1 | 0.829 | -29.5 | 18.4 | 18.2 | 5.5 | 17.1 | 19.5 | -0.2 | 1.4
O=C(/C=C/c1cccc(Br)c1)N1CCN(c2ccccn2)CC1 | 1.06 | 6.8 | 13.8 | -22.0 | -0.6 | -5.6 | 41.6* | -2.3 | -4.3
Cn1c(Nc2ccccc2)cc(=O)n(C)c1=O | 1.01 | -14.4 | 9.7 | 0.0 | -13.5 | -1.5 | 16.0 | -0.5 | -5.9
O=C(COC(=O)CCSc1ccc(Cl)cc1)NCc1ccccc1 | 1.03 | 28.3 | 7.8 | 12.3 | 0.8 | -3.0 | 22.4 | 0.0 | 0.2
COC(=O)C1=C(C)N(C)C(=O)NC1c1cccc2ccccc12 (stereo not given) | 0.894 | 5.4 | 27.4 | 4.7 | -7.3 | 10.6 | 3.6 | -3.6 | -7.0
CCNc1c(NS(=O)(=O)c2ccc(OC)cc2)c(=O)oc2ccccc12 | 0.905 | 3.1 | 0.2 | 16.9 | -8.8 | 9.5 | -14.2 | 0.0 | 1.0
Cc1nn(Cc2ccccc2)c(Cl)c1C(=O)OCC(=O)NC(=O)NC12CC3CC(CC(C3)C1)C2 | 0.965 | 11.3 | 10.0 | 14.4 | -0.7 | 3.5 | 14.4 | 0.0 | -0.8
COc1ccc(N(C(=O)C(C)C)S(=O)(=O)c2cccs2)cc1 | 1.04 | -2.3 | -85.5 | -0.8 | 0.0 | -3.7 | 12.6 | 2.5 | 1.2
O=C(CSc1nnc(Cc2ccccc2)o1)c1ccc2c(c1)OCO2 | 0.897 | 3.0 | -13.5 | -12.6 | -10.2 | 10.3 | 20.1 | 2.4 | -5.2
COc1ccc(NC(=O)CN(C)C(=O)c2ccc3c(c2)NC(=O)CS3)cc1 | 0.989 | 8.7 | 18.2 | -6.8 | -7.3 | 1.1 | 10.6 | -1.4 | 2.9
Cc1ccc(-n2c(=O)c3c4c(sc3n3c(=S)[nH]nc23)CCC4)cc1 | 0.944 | 14.4 | 16.3 | -10.6 | 34.9 | 5.6 | 1.3 | -1.9 | -7.8
Cc1ccnc(NC(=O)C(C)N2C(=O)c3ccccc3S2(=O)=O)c1 (stereo not given) | 0.991 | -1.6 | 18.4 | -1.8 | -7.0 | 0.9 | -9.2 | -1.3 | -1.2
CC(=O)c1cccc(N(C(=O)CNC(=O)c2ccco2)C(C(=O)NC2CCCC2)c2ccco2)c1 (stereo not given) | 0.931 | -5.5 | 10.7 | -2.5 | -1.7 | 6.9 | 0.8 | -1.3 | 0.7
COc1ccccc1NC(=O)Cn1c(=O)c(N(C)C)c(N)n(C)c1=O | 0.944 | 13.6 | 13.3 | 6.8 | -3.8 | 5.6 | -11.2 | -3.5 | 0.1
O=C(NCCc1ccccc1)c1ccc(Cl)c(S(=O)(=O)N2CCOCC2)c1 | 0.914 | -21.0 | -11.5 | 14.7 | -2.1 | 8.6 | 15.3 | 6.0 | -6.6
Cc1ccc(C(=O)OCC(=O)NC2CCCc3ccccc32)o1 (stereo not given) | 1.04 | -2.1 | 14.5 | -4.2 | -5.8 | -4.0 | 4.1 | -2.0 | -1.2
Cc1ccc(N(CCC#N)C(=O)COC(=O)c2cc(C)no2)cc1 | 0.929 | 12.3 | 12.5 | -18.2 | -6.6 | 7.1 | -7.7 | -2.9 | -0.6
CCCSC1=C(C#N)C(c2ccccc2OCC)CC(=O)N1 (stereo not given) | 0.997 | 2.5 | 7.2 | 0.9 | 0.2 | 0.3 | -4.8 | -2.3 | -6.6
Cc1ccc(Sc2c(CO)c(-c3ccccc3)nn2C)cc1 | 0.955 | 2.4 | 5.4 | 14.6 | -7.1 | 4.5 | 18.4 | -3.9 | -1.8
O=C(CSc1ccc(Cl)cc1)NNC(=O)c1ccco1 | 0.887 | -60.2 | 6.1 | 2.9 | -4.9 | 11.3 | -15.9 | 0.2 | -2.6
CCOC(=O)C1CCCN(C(=O)CCNS(=O)(=O)c2ccc(Br)cc2)C1 (stereo not given) | 0.976 | 2.2 | 18.6 | 2.8 | -1.3 | 2.4 | 7.4 | -0.4 | 1.1
Cn1c(=O)[nH]c(=O)c2c1nc(N/N=C/c1ccncc1)n2Cc1ccc(Cl)cc1 | 1.02 | 1.8 | 8.3 | -21.5 | -4.4 | -2.1 | -19.5 | -2.8 | -5.4
O=C1C(c2ccncc2)N(CCC2=CCCCC2)C(=O)CN1C1CCCCC1 (stereo not given) | 1.02 | 0.5 | 16.4 | 10.0 | -1.0 | -1.9 | 20.4 | -1.6 | 4.2
COc1ccc(-n2c(Cc3ccccc3)nnc2SCc2ccc([N+](=O)[O-])cc2)cc1 | 0.978 | -7.8 | 12.7 | 33.9 | -4.1 | 2.2 | 33.7 | -5.0 | 28.7
CCOC(=O)C1=C(C)N(CCCCCC(=O)O)C(=O)NC1c1ccc([N+](=O)[O-])cc1 (stereo not given) | 0.964 | 9.2 | 4.7 | 8.3 | -5.1 | 3.6 | 5.0 | -4.0 | -2.4
COCCNC(=O)COc1ncnc2scc(-c3ccc(F)cc3)c12 | 1.24 | -7.8 | 12.7 | -0.9 | -1.9 | -23.7 | -1.1 | -1.4 | 0.6
O=C(Nc1ccc(Cl)cn1)c1ccc2nccnc2c1 | 1.02 | 19.4 | 20.6 | 4.3 | 0.7 | -1.9 | 9.8 | -0.9 | 0.1
CCN1CCN(CCCNC(=O)Cn2nc(C)n3nc(-c4ccccc4)cc3c2=O)CC1 | 0.984 | 3.0 | 11.6 | -1.6 | 1.9 | 1.6 | -8.6 | -2.0 | 2.5
O=S(=O)(Nc1cccc(Br)c1)c1cccc2nsnc12 | 1.06 | -3.5 | 18.8 | -0.6 | -5.1 | -6.0 | 6.8 | -2.4 | -0.1
Cc1cc(NC(=O)C2CC(c3ccc(F)cc3)=NO2)no1 (stereo not given) | 0.918 | 8.4 | 15.4 | 5.5 | -5.8 | 8.2 | 8.2 | 0.1 | -2.5
CCN(CC)C(=O)c1ccc(S(=O)(=O)N2CCC(c3nc4ccccc4s3)CC2)cc1 | 1.01 | -14.2 | 17.9 | 17.3 | -5.8 | -1.2 | 16.2 | -4.3 | -3.9
Cc1noc(/C=C/N(C)C)c1S(=O)(=O)N1CCCC(C(=O)Nc2ccc3c(c2)OCO3)C1 (stereo not given) | 1.22 | -0.1 | 5.4 | 7.5 | 2.6 | -22.1 | 11.8 | -3.7 | 3.4
CC(C)(C)NC(=O)C1CN(S(=O)(=O)c2ccccc2)CCN1S(=O)(=O)c1ccccc1 (stereo not given) | 1.05 | 2.1 | 0.1 | 3.0 | -2.7 | -4.9 | 11.9 | 0.2 | 4.2
Later entries:
SMILES | mIAP activ | hIAP block | NLRP3 yeast inh | TIM10 inh | APOBEC3G inh | mIAP block | tim10-1 inh | MIN6 prolif | APOBEC3A inh
O=C(COC(=O)CCc1ccccc1)Nc1ccc(F)cc1Cl | 1.02 | -4.1 | 1.8 | 0.5 | 1.0 | -2.3 | 21.4 | 0.0 | -3.1
COc1cccc(/C=N/N2CCN(C)CC2)c1 | 0.633 | 21.5 | 12.1 | -14.2 | -6.8 | 36.7 | 7.6 | 0.0 | -2.4
CC(NS(=O)(=O)c1ccc(Br)cc1)C(c1cccs1)N1CCOCC1 (stereo not given) | 1.08 | 26.7 | -10.3 | 14.3 | -3.9 | -8.1 | 29.6 | 1.2 | -5.3
O=C1c2cccc3cccc(c23)C(=O)N1CCCn1ccnc1 | 1.06 | -21.4 | 9.1 | -4.1 | -1.4 | -6.0 | 22.2 | 0.2 | -5.9
